# HepG2 tox: kills HepG2 cells in TGF-b inhibitor counter-screen; AID 588856; HepG2 CAGA-GFP viability, ATP luminescence, 18 h; Potency, µM (titrated, usually from 46.1 µM), for inactives: at the highest dose activity change, negative = cytotoxicity, usual class: cytotoxic; 410,000 compounds, 0.76% hits; also: potency is read from the fitted curve at half-maximal effect; some results filed as inactive show a strong effect at the top dose
#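 HepG2 CAGA-GFP cells (1000/well, DMEM with 1% FBS) received compound, then TGF-beta at 500 pg/mL final, and were incubated 18 hours at 37 degrees C. Viability was read by CellTiter-Glo luminescence. Media-only wells were set as complete cell-killing and DMSO as no toxicity.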
# MmCpn inh: blocks the Methanococcus maripaludis chaperonin Mm-Cpn; purified Mm-Cpn ATPase, ADP Transcreener TR-FRET; 330,000 compounds, 0.031% hits; Potency, µM (top dose mostly 76.9 µM), without a hit: at the highest dose activity, negative = inhibition, actives largely listed as inhibitors; also: potency is read from the fitted curve at half-maximal effect; % is scaled to controls: 0 for no effect and ±100 for the full control effect; nearly all actives have a fitted effect of over 80% in size
#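 Measured: ADP formation by purified Mm-CPN. Conditions: 25 nM protein, 10 uM ATP, Tris pH 7.4 with Mg2+, K+ and DTT, 37°C for 30 min. Detection: Transcreener HTRF after 30 min at room temperature.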
# TGFb SMAD3 inh: blocks TGF-b signaling; Potency, µM (doses to about 46.1 µM), for inactives: top-dose activity, negative = inhibition, hits mostly inhibitors; HepG2 CAGA-GFP TGF-b/SMAD3 reporter, GFP fluorescence, 18 h; TGF-beta stimulated, 500 pg/mL final; 410,000 compounds, 1.2% hits; AID 588855; also: potency is read from the fitted curve at half-maximal effect; % is scaled to controls: 0 for no effect and ±100 for the full control effect; nearly all actives have a fitted effect of over 65% in size
#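 First, reporter cells (HEPG2 CAGA-GFP) rested 2 h at 37 degrees C. Next, compounds were pinned in and TGF-beta added to 500 pg/mL final. After 18 h, GFP was imaged per cell and summed per well.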
# ATXN viability: viability counter-screen for ATXN expression inhibitors | 400,000 compounds, 0.49% hits | Potency, µM (doses to about 56.7 µM), actives largely listed as cytotoxic | S2 cells (HEK-293 line with an ATXN2-luciferase reporter) viability, CellTiter-Fluor protease fluorescence, 24 h; also: potency is read from the fitted curve at half-maximal effect; nearly all actives have a fitted effect of over 40% in size
# Nrf2 ARE act: activators of Nrf2 (ARE) signaling; Potency, µM (titrated, usually from 46.1 µM), for inactives: at the top dose activation, hits mostly activators; AID 624171; 410,000 compounds, 0.31% hits; AREc32 ARE-luciferase reporter (MCF7-derived line), luminescence, 24 h; also: potency is read from the fitted curve at half-maximal effect; % of control where 0% means no effect; nearly all actives have a fitted effect of over 65% in size
#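 Quantitative high-throughput format: AREc32 reporter cells, 1000 per well, received compound by pin transfer and were incubated 24 hr at 37 deg C, 5% CO2, before Steady-Glo luminescence detection.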
# A549 viability: A549 cytotoxicity, counter-screen for Nrf2 inhibitors; A549 ARE-Fluc cells, CellTiter-Fluor viability, 18-24 h; Potency, µM (titrated, usually from 46 µM), inactives show top-dose activity change, negative = cytotoxicity, most hits filed as inhibitors; 390,000 compounds, 0.16% hits; AID 504648; also: potency is read from the fitted curve at half-maximal effect; % is scaled to controls: 0 for no effect and ±100 for the full control effect
#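 A549 ARE-Fluc cells in 5% FBS OPTI-MEM, 5000 cells/well, rested 2 h then exposed to compounds in concentration-response for 18-24 h at 37 °C. Viability by CellTiter-Fluor fluorescence (Ex 405/Em 525) after 30 min; luciferase luminescence (BugLite, 15 min, RT) read afterwards.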
# pAkt inh: Akt phosphorylation inhibition | Neuro2A IGF-stimulated pAkt S473 HTRF, 20 min; stronger effect = lower value | activity change, % for hits at 50 µM | 360,000 compounds, 0.32% hits | AID 651550; in the data active = activity change below about -80%; inconclusive = mostly about -51% to -80%; also: % is scaled to controls: 0 for no effect and ±100 for the full control effect
#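 Single-point screen (50 µM final compound) in Neuro2A cells stimulated 20 min with 6 nM IGF at 37 deg C. After lysis, Ser473-phosphorylated Akt read by HTRF (ex 330 nm, em 615/665 nm) as the 665/615 ratio.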
# Nrf2 inh: inhibitors of Nrf2 signaling | A549 ARE-Fluc reporter, luciferase luminescence, 18-24 h | Potency, µM (highest dose often 46 µM), without a hit: top-dose activity change, negative = inhibition, actives largely listed as inhibitors | 360,000 compounds, 2.1% hits | AID 504444; also: potency is read from the fitted curve at half-maximal effect; % is scaled to controls: 0 for no effect and ±100 for the full control effect; nearly all actives have a fitted effect of over 60% in size
#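 Nrf2 function is reported as luminescence of an ARE-controlled luciferase in A549 cells. Compounds were tested at several concentrations, and a CellTiter-Fluor read on the same wells flagged cytotoxicity.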
# CCT chaperon mod: changes cytosolic chaperonin activity; purified chaperonin ATPase assay, HTRF ADP detection, 30 min; activity change, % (test concentration not listed), hits read low; 360,000 compounds, 0.3% hits; AID 651819; in the data active = activity change below about -30%; also: % is scaled to controls: 0 for no effect and ±100 for the full control effect
#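 ATPase activity: ADP formed was measured by HTRF Transcreener (665/615 nm ratio) after 30 min at 37 deg C with 10 uM ATP. Compounds screened at one 76 uM concentration against 40 or 20 nM TRiC in Tris pH 7.4/KCl/MgCl2/DTT buffer.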
# * marks the source's active call; other numbers are inactive results; i = inactive; ? = inconclusive; · = not tested or not shown. Unless noted, calls follow the shape of the dose curve; as a rule, active = well fitted curve in the direction sought with a large enough effect; inconclusive = small, poorly fitted or top-dose-only effect, or another doubt; inactive = no such curve, though single readings can be large; an effect the other way counts as inactive or inconclusive.
# Each structure is followed by: HepG2 tox | MmCpn inh | TGFb SMAD3 inh | ATXN viability | Nrf2 ARE act | A549 viability | pAkt inh | Nrf2 inh | CCT chaperon mod
COCCn1c(SCC(=O)Nc2ccc(OC)cc2OC)nc2ccccc2c1=O
 : -53% | 1% | -6% | i | 0.5% | 0% | i | -6% | 0.6
COc1ccccc1C1C(C(N)=O)=C(C)Nc2nc(-c3ccc(Cl)cc3)nn21 (centres undefined)
 : 0% | 2% | 13% | i | 6.0% | 1% | i | -17% | 1.0
Cc1occc1-c1nnc(SCC(=O)N2CCCCC2)n1C
 : -3% | -3% | 4% | i | 0.3% | 2% | i | -20% | -3.2
Cc1cc(S(=O)(=O)NCc2cccnc2)ccc1-n1cnnn1
 : -4% | -1% | 4% | i | -0.7% | -8% | i | 4% | 1.0
Cc1cc(N2CCN(C(=O)c3ccco3)CC2)nc(-c2ccccc2)n1
 : -34% | 0% | -10% | i | -0.1% | 3% | i | -23% | -1.1
Cc1cc(=O)oc2c(C)c(OC(C)C(=O)NCc3ccccn3)ccc12 (centres undefined)
 : -9% | 0% | -16% | i | 0.4% | -2% | i | -2% | 0.2
O=C1Nc2c(c(=O)[nH]c(=O)n2-c2ccccc2)C1(Nc1ncccn1)C(F)(F)F (centres undefined)
 : 2% | 2% | 19% | i | -0.4% | 11% | i | · | 0.6
COc1cccc(-c2ccc(C#N)c(SCC(=O)NCCc3cccc(Cl)c3)n2)c1
 : -9% | -14% | 0% | i | -0.3% | -1% | i | ? | 2.2
COc1ccc(N(CC(O)Cn2cnc3ccccc32)S(=O)(=O)c2ccc(C)cc2)cc1 (centres undefined)
 : -7% | 0% | -8% | i | -0.1% | 6% | i | 5% | 0.2
Cc1cccc(C(=O)Nc2nnc(-c3ccc(C(C)(C)C)cc3)s2)c1
 : -21% | -1% | -3% | i | 3.2% | -11% | i | -11% | -1.7
CCOC(=O)Cc1c(C)nc2cc(C)nn2c1C
 : -10% | -2% | -1% | i | -0.3% | 2% | i | 10% | 3.1
Cc1ccc(-c2nc(C)c(CCNC(=O)C(=O)Nc3ccc(C)c(Cl)c3)s2)cc1
 : -3% | · | 3% | i | -0.1% | -1% | · | · | ·
Cc1cc(C)cc(NC(=O)CCn2cnc3ccccc3c2=O)c1
 : -12% | · | 2% | i | 0.0% | 13% | · | · | ·
CC1CCN(C(=O)Cn2cc(SCC(=O)Nc3ccccc3C(F)(F)F)c3ccccc32)CC1
 : -15% | · | ? | · | -0.1% | -2% | · | -16% | ·
C=CCOC(=O)C1C(=O)CC(C)(O)C(C(=O)OCC=C)C1c1ccc(OC)cc1 (centres undefined)
 : -2% | 2% | 15% | i | 2.3% | -4% | i | -17% | -2.5
CCOC(=O)CCCCCN1C(=O)c2cccc3cccc(c23)C1=O
 : 3% | 0% | 0% | ? | 4.0% | -2% | i | 0% | -3.4
Cc1cccc(C)c1-n1nnnc1-c1nc2ccccc2[nH]c1=O
 : · | · | · | i | 2.4% | · | i | · | 3.0
Fc1ccc(Nc2nc(SCc3cccc(F)c3)nc3ccccc23)cc1
 : 13µM* | · | ? | · | -2.1% | -4% | · | · | ·
CCCCN1C(=O)C2C(C(=O)Nc3cccc(OC)c3)C3C=CC2(O3)C1C(=O)NC1CCCCC1C (centres undefined)
 : -12% | -4% | 2% | i | -0.4% | -18% | i | -11% | -1.2
C=CCn1c(SCC(=O)Nc2c(C)n(C)n(-c3ccccc3)c2=O)nc2sc(C)c(C)c2c1=O
 : -24% | -11% | -2% | ? | -0.1% | -9% | i | · | -3.0
Cc1ccc(CN2CC(C(=O)N3CCN(c4ccccc4O)CC3)CC2=O)cc1 (centres undefined)
 : -27% | 2% | -9% | i | 0.4% | 1% | i | -7% | -2.5
Cc1ccc(/C=C/C(=O)O)cc1S(=O)(=O)N1CCCCC1
 : 3% | 0% | -6% | i | 0.0% | 1% | i | ? | 0.9
CCOCCCNCc1ccc(OC)c(OC)c1
 : 0% | 2% | -10% | i | -1.1% | -3% | i | 7% | 0.9
O=C(c1ccc(=O)[nH]c1)N1CCN(S(=O)(=O)c2ccc(Cl)cc2)CC1
 : 3% | 0% | -2% | i | -0.2% | 2% | i | -12% | -1.8
COC(=O)Oc1ccc(/C=N/NC(=O)CN(c2ccccc2Br)S(C)(=O)=O)cc1OC
 : 32% | -2% | 16% | i | -0.7% | 23% | i | 6% | 0.7
CC(OC(=O)C1CC1)C(=O)Nc1cccc(S(=O)(=O)N2CCOCC2)c1 (centres undefined)
 : -16% | -1% | 7% | i | -0.2% | -7% | i | -1% | -8.5
O=C(CCNS(=O)(=O)c1ccc(Br)s1)N1CCN(c2ccccc2)CC1
 : 3% | -1% | 1% | i | -0.1% | -11% | i | -22% | 2.1
C=CCN1CC(c2nc3ccccc3n2Cc2cccc3ccccc23)CC1=O (centres undefined)
 : -20% | 1% | ? | i | -0.6% | 2% | i | ? | 1.7
Cc1cc(CN2CCCC(C(=O)Nc3cccc(-n4cccn4)c3)C2)cc(C)c1O (centres undefined)
 : -28% | 0% | -3% | i | 9.8% | 1% | i | 9% | -1.6
CCN(CC)CCNC(=O)CCCCCn1c(=O)[nH]c2cc(C(=O)OC)ccc2c1=O
 : -23% | -3% | -3% | i | -0.2% | 24% | i | 20% | -4.2

# Other results follow.
# Each structure is followed by: HepG2 tox | MmCpn inh | TGFb SMAD3 inh | ATXN viability | Nrf2 ARE act | A549 viability | pAkt inh | Nrf2 inh | CCT chaperon mod
O=[N+]([O-])c1ccc(-c2cc(-c3ccc(Cl)cc3)n[nH]2)cc1
 : -20% | -3% | 16% | i | 3.0% | 2% | i | ? | 0.6
COc1ccc(NC(=O)CCCn2c(=O)[nH]c3ccccc3c2=O)cc1
 : -19% | 1% | -1% | i | -0.4% | 0% | -110%* | 4% | 1.3
COCCCN=C1NN=C(c2cc(C)n(-c3ccccc3F)c2C)CS1
 : -13% | 0% | ? | i | -1.6% | -18% | i | ? | -1.2
Cn1c(=O)n(C)c2cc(N3CCCCC3)c(NC(=O)c3ccc(Cl)cc3)cc21
 : -4% | · | 22% | i | 0.3% | 3% | · | 8% | ·
O=C(CN1CCN(C(=O)c2ccco2)CC1)Nc1c2c(nc3c1CCC3)CCCC2
 : -28% | -20% | -10% | i | -0.4% | -17% | i | · | 0.9
O=C(Nc1cccc(S(=O)(=O)NC2=NCCCCC2)c1)c1cc(-c2ccncc2)nc2ccccc12
 : -2% | 1% | -3% | ? | 0.2% | -3% | i | -5% | -1.2
CCOC(=O)c1ccc(NC(=O)COc2cc3oc(=O)c(CC(C)O)c(C)c3cc2Cl)cc1 (centres undefined)
 : 6% | -2% | 7% | i | -0.1% | -1% | i | 9% | 1.3
CN(CCc1ccccn1)C(=O)c1nn2c(C(F)(F)F)cc(-c3ccco3)nc2c1Cl
 : -1% | -1% | 20% | i | 11% | -12% | i | -1% | -1.3
CC(C)Oc1ccc(CN2CCC2(C)C(=O)Nc2cnc3ccccc3c2)cc1 (centres undefined)
 : 5% | · | -7% | ? | 4.7% | · | i | · | -0.4
COc1ccc(CCNC(=O)CCCn2nc(C)c([N+](=O)[O-])c2C)cc1OC
 : -14% | 1% | 4% | i | 0.0% | -4% | i | -3% | -0.5

# A draw from above in order of molecular weight, descending:
# Each structure is followed by: HepG2 tox | MmCpn inh | TGFb SMAD3 inh | ATXN viability | Nrf2 ARE act | A549 viability | pAkt inh | Nrf2 inh | CCT chaperon mod
CC1CCN(C(=O)Cn2cc(SCC(=O)Nc3ccccc3C(F)(F)F)c3ccccc32)CC1
 : -15% | · | ? | · | -0.1% | -2% | · | -16% | ·
CCOC(=O)c1ccc(NC(=O)COc2cc3oc(=O)c(CC(C)O)c(C)c3cc2Cl)cc1 (centres undefined)
 : 6% | -2% | 7% | i | -0.1% | -1% | i | 9% | 1.3
COc1ccc(N(CC(O)Cn2cnc3ccccc32)S(=O)(=O)c2ccc(C)cc2)cc1 (centres undefined)
 : -7% | 0% | -8% | i | -0.1% | 6% | i | 5% | 0.2
CN(CCc1ccccn1)C(=O)c1nn2c(C(F)(F)F)cc(-c3ccco3)nc2c1Cl
 : -1% | -1% | 20% | i | 11% | -12% | i | -1% | -1.3
COc1ccc(CCNC(=O)CCCn2nc(C)c([N+](=O)[O-])c2C)cc1OC
 : -14% | 1% | 4% | i | 0.0% | -4% | i | -3% | -0.5
O=C(c1ccc(=O)[nH]c1)N1CCN(S(=O)(=O)c2ccc(Cl)cc2)CC1
 : 3% | 0% | -2% | i | -0.2% | 2% | i | -12% | -1.8
C=CCN1CC(c2nc3ccccc3n2Cc2cccc3ccccc23)CC1=O (centres undefined)
 : -20% | 1% | ? | i | -0.6% | 2% | i | ? | 1.7
Cc1cc(=O)oc2c(C)c(OC(C)C(=O)NCc3ccccn3)ccc12 (centres undefined)
 : -9% | 0% | -16% | i | 0.4% | -2% | i | -2% | 0.2
Cc1cccc(C(=O)Nc2nnc(-c3ccc(C(C)(C)C)cc3)s2)c1
 : -21% | -1% | -3% | i | 3.2% | -11% | i | -11% | -1.7
Cc1cc(C)cc(NC(=O)CCn2cnc3ccccc3c2=O)c1
 : -12% | · | 2% | i | 0.0% | 13% | · | · | ·
Cc1occc1-c1nnc(SCC(=O)N2CCCCC2)n1C
 : -3% | -3% | 4% | i | 0.3% | 2% | i | -20% | -3.2
CCOCCCNCc1ccc(OC)c(OC)c1
 : 0% | 2% | -10% | i | -1.1% | -3% | i | 7% | 0.9
